# BaF3 tox: counter-screen for JAK2V617F inhibitors: parental Ba/F3 viability inhibitors | CellTiter-Glo ATP luminescence | inhibition, % at 5.6 µM | actives 1.1% (n = 220,000);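 active means inhibition above a per-campaign cutoff, the mean inhibition of all tested compounds plus 3 SD, cut at about 27% in these data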;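 further: 0% = DMSO wells and 100% = JAK Inhibitor I control wells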
# zfTRPN1 agonist: agonists of zebrafish TRPN1 channel. HEK293 zebrafish TRPN1-YFP, Fluo-8 calcium fluorescence; 100% = response to 87 µM carbachol. activation, % at 3 µM. actives 0.18% (n = 220,000);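 active means activation above its plate's cutoff, the mean activation of test wells on that plate plus 3 SD, cut at about 19% in these data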;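 further: 0% = DMSO alone and 100% = 87 µM carbachol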
#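 Material: zebrafish TRPN1-YFP in HEK293 cells. Doses: one dose of 3 µM, 0.3% DMSO. Incubation: dye 1 h 37 °C plus 30 min RT. Measured by: intracellular calcium fluorescence with Fluo-8.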
# TRPML3 agonist: agonists of human TRPML3 channel; Q8TDD5; HEK293 TRPML3-YFP, Fluo-8 calcium fluorescence; 100% = the carbachol control signal; activation, % at 3 µM; actives 0.29% (n = 220,000); AID 1448;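 active means activation above its plate's cutoff, the mean activation of the plate's test wells plus 3 SD, cut at about 12% in these data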;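 further: 0% = DMSO only wells and 100% = carbachol wells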
#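 Test system: HEK293 cells stably carrying human TRPML3-YFP; Doses: single dose, 3 µM final nominal compound, 0.3% DMSO final; Schedule: dye loading 1 h 37 °C then 30 min ambient, 125 s read; Technique: Fluo-8 calcium fluorescence; Benchmarks: high control carbachol 87 µM, low control DMSO.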
# m-calpain inh: blocks pig calpain II enzyme activity; purified calpain II, fluorogenic peptide substrate, 30 min; inhibition, % at 16 µM; actives 0.37% (n = 220,000);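 active means inhibition above about 50%, limit read from the data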
# S1P4 antagonist: human S1P4 receptor antagonism | S1P4-expressing cells, antagonist mode, reporter read-out | inhibition, % at 4.98 µM | actives 0.26% (n = 220,000); in the data active means inhibition above about 29%;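 further: 0% = wells stimulated with agonist and 100% = vehicle wells without agonist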
# PERK inhibitor: human PERK inhibition, primary cell-based screen | Q9NZJ5 | CHO PERK-DD fusion, SEAP luminescence translation reporter | inhibition, % at 5.6 µM | actives 0.17% (n = 220,000) | AID 1416;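 active means inhibition above the mean inhibition of all tested compounds plus 3 SD, set separately per screening campaign, cut at about 2.9% in these data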;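 further: PERK kinase domain activated by AP20187 dimerizer at 100 nM; 0% = DMSO with dimerizer and 100% = rapamycin at 8.4 µM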
# Target sequence (Q9NZJ5 whole entry, looked up, the tested form may be a part): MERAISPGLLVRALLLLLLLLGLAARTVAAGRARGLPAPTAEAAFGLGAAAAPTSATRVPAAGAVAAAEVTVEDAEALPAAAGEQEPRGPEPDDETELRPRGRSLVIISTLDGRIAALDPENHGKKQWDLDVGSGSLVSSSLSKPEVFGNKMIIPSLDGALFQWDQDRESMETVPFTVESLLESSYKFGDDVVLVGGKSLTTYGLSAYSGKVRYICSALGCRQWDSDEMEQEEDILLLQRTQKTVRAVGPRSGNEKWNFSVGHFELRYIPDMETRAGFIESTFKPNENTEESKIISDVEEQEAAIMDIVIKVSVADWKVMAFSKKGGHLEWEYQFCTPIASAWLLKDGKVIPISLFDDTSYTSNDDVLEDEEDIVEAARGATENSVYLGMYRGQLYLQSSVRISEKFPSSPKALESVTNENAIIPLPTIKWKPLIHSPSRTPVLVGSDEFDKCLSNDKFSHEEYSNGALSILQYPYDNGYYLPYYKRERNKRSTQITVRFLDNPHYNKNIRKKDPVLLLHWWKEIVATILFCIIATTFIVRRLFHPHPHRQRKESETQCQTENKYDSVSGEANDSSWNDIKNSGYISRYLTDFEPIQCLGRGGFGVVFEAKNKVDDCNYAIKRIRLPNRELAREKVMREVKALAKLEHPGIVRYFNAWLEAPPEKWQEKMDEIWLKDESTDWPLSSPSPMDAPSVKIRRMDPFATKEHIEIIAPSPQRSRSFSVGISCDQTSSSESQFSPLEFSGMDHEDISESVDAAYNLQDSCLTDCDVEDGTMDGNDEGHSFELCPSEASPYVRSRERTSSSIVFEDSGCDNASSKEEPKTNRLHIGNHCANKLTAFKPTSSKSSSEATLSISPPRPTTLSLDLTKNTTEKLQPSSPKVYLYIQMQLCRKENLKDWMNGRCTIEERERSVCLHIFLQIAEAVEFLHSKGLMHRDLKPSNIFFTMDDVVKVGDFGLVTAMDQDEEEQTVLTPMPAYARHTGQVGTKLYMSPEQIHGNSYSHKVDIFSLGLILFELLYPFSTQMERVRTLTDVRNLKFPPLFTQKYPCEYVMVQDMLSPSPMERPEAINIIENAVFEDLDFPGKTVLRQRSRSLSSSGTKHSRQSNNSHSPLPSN
# EP2 modulator: EP2 receptor (human) modulation | P43116 | EP2-expressing cells, cAMP HTRF FRET, PGE2 co-stimulation | induction, % at 25 µM | actives 0.83% (n = 260,000) | AID 940;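 active means compounds whose cAMP rise, as percent of the full-agonist control response, exceeds 60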;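 further: rat C6 glioma line stably carrying human EP2 under a CMV promoter; the protocol text gives 20 µM as final concentration; 100% = response of wells given 1 µM PGE2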
# S1P4 ag: agonists of human S1P4 receptor | O95977 | activation, % at 4.98 µM | AID 1509 | actives 0.35% (n = 220,000) | S1P4-expressing cell line, agonist reporter assay; in the data active means activation above about 11%;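 further: 0% = DMSO vehicle and 100% = reference agonist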
# Ba/F3 V617F tox: loss of viability in JAK2V617F-driven Ba/F3 cells; Ba/F3 EpoR-JAK2V617F viability, ATP luminescence; inhibition, % at 5.6 µM; actives 1.1% (n = 220,000);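 active means inhibition above the campaign mean plus 3 SD over all tested compounds, cut at about 24% in these data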;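 further: cytokine-independent growth of Ba/F3 cells driven by EpoR plus mutant JAK2; 0% = DMSO-treated cells and 100% = JAK inhibitor I control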
# * = called active by the depositor; / = no result given; & = joins results of further samples.
SMILES,BaF3 tox,zfTRPN1 agonist,TRPML3 agonist,m-calpain inh,S1P4 antagonist,PERK inhibitor,EP2 modulator,S1P4 ag,Ba/F3 V617F tox
CC1(C(=O)Nc2nccs2)Cc2ccccc2C(=O)O1 (configuration not stated),3,0.7,1.0,-10,-5,0.9,-7&28,0.7,1
Brc1ccc(-c2nc(-c3ccccc3)no2)o1,-1,-0.2,-0.1,-27,-15,0.4,-33,1.2,-5
CCCCCn1c(=O)[nH]c2cc(C(=O)NCc3ccc4c(c3)OCO4)ccc2c1=O,-1,0.1,0.5,-23,3,0.2,6,0.4,-1
O=C(NC1CCCC1)C1(c2ccccc2)CCN(S(=O)(=O)c2ccccc2)CC1,0,-1.3,0.2,-9,1,-1.4,26,-1.0,-5
CC(NS(=O)(=O)c1ccc(F)cc1)C(c1cccs1)N1CCOCC1 (configuration not stated),7,0.3,-0.2,16,8,1.2,13,1.5,1
CCOC(=O)C1CCN(C(=O)/C=C/c2cc(OC)c(OC)c(OC)c2)CC1,2,-0.2,1.4,-48,-8,0.1,-10,-4.2,-3
O=Cc1ccc(Oc2ncccn2)cc1,6,-1.2,1.6,6,11,0.1,27,8.8,3
Cc1cc(O)c(C(C)C)cc1C1(c2cc(C(C)C)c(O)cc2C)OC(=O)c2ccccc21,3,0.0,0.4,8,7,0.1,4&5,-0.7,7
c1ccc(N2CCN(C3CCSC3)CC2)cc1 (configuration not stated),5,-0.5,0.5,16,-9,0.9,5,3.1,1
CCN(CCCNC(=O)C1CCC(=O)N1Cc1ccc(C)cc1)c1cccc(C)c1 (configuration not stated),7,-0.3,-0.2,4,4,-0.3,24,0.0,1
Cc1sc2ncnc(N3CCCCC3C)c2c1C (configuration not stated),11,2.4,0.5,30,-6,0.1,28,1.0,3
Cc1cccc(/C=C2/C(=O)/C(=C/c3ccccc3C)C3CCC2N3C)c1 (configuration not stated),4,-0.6,0.1,1,-8,0.0,50,-0.4,3
Cc1nnc(SC(C)C(=O)Nc2ccc3c(c2)OCCO3)s1 (configuration not stated),5,1.6,0.5,18,6,0.9,29,-1.1,-2
C=C(C)CSc1nnc(-c2cc(OC)c(OC)c(OC)c2)n1N,0,-0.5,-0.3,-13,-23,0.8,-20,-0.7,-4
COc1ccc(N2CCN(CCNC(=O)CCN3C(=O)COc4ccccc43)CC2)cc1,4,-0.5,0.4,-11,-7,0.0,-2,-1.1,-3
O=C(Nc1ccccc1-c1ccccc1)c1cccs1,8,-1.2,-0.7,17,3,-0.4,6,-1.3,7
CC(=O)N/N=C/c1cc(C)n(-c2ccc(Br)cc2)c1C,4,-1.0,-1.0,-6,-8,0.2,-3,-0.2,0
CCN(c1ccccc1)S(=O)(=O)c1ccc(Cl)c(NC(=O)CSc2n[nH]c(N)n2)c1,3,-0.2,0.5,-2,5,-0.1,14,0.1,-1
CCOC(=O)C(CC)Sc1nnc2cc(C)c3ccccc3n12 (configuration not stated),2,-1.5,-1.1,-7,-2,-1.2,11,0.4,0
COc1cccc(S(=O)(=O)NCc2ccc(C(=O)Nc3ccc(C)cc3)cc2)c1,4,-0.3,0.1,-7,0,-0.2,0,-2.8,3
COc1cccc(-n2c(CN3CCN(c4cccc(C)c4)C(C)C3)nc3ccc([N+](=O)[O-])cc3c2=O)c1 (configuration not stated),8,0.7,0.6,-12,-17,-0.3,10,0.1,2
O=C(NCCc1ccccn1)c1cccc(S(=O)(=O)N2CCc3ccccc32)c1,5,1.1,1.4,-12,-1,0.3,-29,0.0,-4
COc1cccc(C2CC(=O)Nc3cc4c(cc32)CCC4)c1 (configuration not stated),45*,0.8,1.1,34,-21,1.5,-2,-0.2,38*
O=C(CCc1ccccc1)Nc1nnc(-c2cccs2)o1,5,1.0,0.1,-8,-2,1.8,35,1.6,-1
O=C(CCC(=O)NNC(=O)COc1ccccc1)NCc1ccccc1,6,-1.1,0.3,-1,-1,0.8,-6,-0.6,3

# Whole records, looked up by structure. Values in the order: BaF3 tox, zfTRPN1 agonist, TRPML3 agonist, m-calpain inh, S1P4 antagonist, PERK inhibitor, EP2 modulator, S1P4 ag, Ba/F3 V617F tox
# COc1ccc(N2CCN(CCNC(=O)CCN3C(=O)COc4ccccc43)CC2)cc1 in the list: 4, -0.5, 0.4, -11, -7, 0.0, -2, -1.1, -3
# Cc1cc(O)c(C(C)C)cc1C1(c2cc(C(C)C)c(O)cc2C)OC(=O)c2ccccc21 in the list: 3, 0.0, 0.4, 8, 7, 0.1, 4&5, -0.7, 7
# CCN(c1ccccc1)S(=O)(=O)c1ccc(Cl)c(NC(=O)CSc2n[nH]c(N)n2)c1 in the list: 3, -0.2, 0.5, -2, 5, -0.1, 14, 0.1, -1
# O=C(CCC(=O)NNC(=O)COc1ccccc1)NCc1ccccc1 in the list: 6, -1.1, 0.3, -1, -1, 0.8, -6, -0.6, 3

# More structures follow.
SMILES,BaF3 tox,zfTRPN1 agonist,TRPML3 agonist,m-calpain inh,S1P4 antagonist,PERK inhibitor,EP2 modulator,S1P4 ag,Ba/F3 V617F tox
O=C(CCS(=O)(=O)c1ccc(Cl)cc1)Nc1ccc(N2CCOCC2)cc1,-3,1.3,1.1,-5,-17,0.8,-20,1.1,-2
Cn1nnnc1NCc1cccc(Cl)c1Cl,1,2.5,0.2,24,4,1.2,-19,6.5,-2
COc1ccc2c(c1)c1ncn(Cc3ccc(F)cc3)c(=O)c1n2C,-4,-1.1,-0.9,-15,15,-0.6,-4,-0.2,-2
O=C(O)CSc1ccnc2cc(Cl)ccc12,-1,1.4,0.9,-2,11,0.1,18,-3.7,1
COc1cc(C(=O)Nc2cc(C)ccn2)cc(OC)c1OC,4,-0.7,0.7,-1,-3,0.4,-5,-3.5,-3
Cc1ccoc1C(=O)NCCNc1ccc(Cl)cc1[N+](=O)[O-],4,-3.7,-1.6,23,-5,-0.6,-18,-0.3,3
CCOC(=O)c1c(C)oc2ccc(OCC(=O)N(CC)CC)cc12,6,-0.7,-1.0,14,18,-0.9,30,1.6,9
COC(=O)Cc1cnc(NC(=O)C2C3CCC(C3)C2C(=O)O)s1 (configuration not stated),1,-0.6,0.5,-9,-6,0.6,14,-1.5,-3
C=CCNC(=O)c1csc(-c2ccccc2)n1,2,-0.3,0.1,11,-10,-0.6,-9,-1.2,0
Cc1nn(C)c(=O)n1N(C)c1ncc(C(F)(F)F)cc1Cl,1,-0.3,0.5,15,-5,0.8,14,2.5,4
COC(=O)c1c(C)[nH]c(C)c1-c1cccc([N+](=O)[O-])c1,3,-3.0,-1.5,-15,-1,0.1,14,4.9,0
CC(=N\Nc1ccccc1)/C(=N/O)C(=O)Nc1ccccc1,0,0.2,0.7,14,4,1.2,-16,-0.1,-3
O=C(O)c1cccc(N/N=C/c2cc(Br)cc(Br)c2O)c1,5,2.4,0.7,10,-7,1.6,-23,0.3,-3
NC(=O)CNC(=O)[C@@H]1CC2(CC(c3cccc(Br)c3)=NO2)CN1C(=O)c1ccc(Br)cc1 (some centres not stated),7,-0.4,0.1,-47,14,0.2,-25,-3.1,4
COc1ccc(CC(=O)NNC(=O)CSc2nnc(Cc3ccc(OC)cc3)n2-c2ccccc2)cc1,3,1.4,0.2,-10,-12,0.6,-1,4.8,-1
CCCc1c(O)nc(SCC(=O)NCc2ccco2)[nH]c1=O,8,0.3,0.6,3,-5,0.4,23,-0.8,3
O=C(NCc1ccccn1)c1ccc(Cl)c(S(=O)(=O)N2CCCCC2)c1,2,5.4,2.9,-11,-17,0.7,10,2.5,2
Cc1cc(C)nc(/N=C(\N)Nc2ccc(-c3ccccc3)cc2)n1,2,16,15*,-28,-20,-0.3,-72,0.2,-1
O=C(NCc1ccccn1)C(C(=O)c1ccc(F)cc1)n1ccccc1=O (configuration not stated),-2,-0.1,-0.3,-14,0,1.1,15,0.4,1
CCOC(=O)c1sc(NC(=O)CSc2nnnn2-c2ccccc2)c(C(=O)OCC)c1C,3,1.0,1.4,1,-9,2.7,37,-1.5,-3
CCOCCCNC(=O)C(c1ccc(OC)cc1)N(Cc1cccs1)C(=O)CNC(C)=O (configuration not stated),7,-0.6,0.1,-27,5,1.3,25,0.9,2
O=C1CC(N2CCOCC2)C(=O)N1Cc1ccc(N2CCCC2=O)cc1 (configuration not stated),3,1.0,0.9,-9,-11,1.6,2,-0.3,2
Cc1cc([N+](=O)[O-])nn1Cc1ccc(C(=O)N/N=C/c2ccc(N(C)C)cc2)cc1,-1,1.1,0.5,-12,-9,-0.4,-49,0.2,-3
CN(C)c1ccnc2sc(C(=O)c3ccc(Br)cc3)c(N)c12,0,0.6,-0.1,-26,2,1.8,-30,0.5,-4
COc1cc(O)c(NC(C)=O)c2nonc12,4,0.8,0.5,/,-10,0.9,/,-0.5,3
SMILES,BaF3 tox,zfTRPN1 agonist,TRPML3 agonist,m-calpain inh,S1P4 antagonist,PERK inhibitor,EP2 modulator,S1P4 ag,Ba/F3 V617F tox
O=C(Cc1ccc(-n2c(=O)c3ccccc3n(Cc3ccc(F)cc3)c2=O)cc1)NCC1CCCO1 (configuration not stated),5,0.1,0.7,8,-20,-0.9,15,-0.2,3
O=C(O)/C=C/S(=O)(=O)c1ccc2ccccc2c1,1,1.7,0.2,3,15,1.5,-7,-1.5,-4
O=C(CSc1nc2ccccc2c(=O)n1-c1ccccc1)N/N=C/C=C/c1ccccc1[N+](=O)[O-],0,0.0,0.3,-74,2,-1.3,-23,0.6,3
COc1ccc(C(O)c2nccn2Cc2ccccc2)cc1 (configuration not stated),5,1.9,0.1,20,-6,0.8,6,-1.2,3
O=C(NCCN1C(=O)CSC1=O)C1CC(=O)N(c2ccccc2)C1 (configuration not stated),3,-0.6,0.7,13,-14,0.1,11,0.3,-4
O=C(Nc1nc(-c2ccccc2)cs1)NC1CCCCC1,2,0.0,0.1,1,6,0.3,9,-1.6,0
Cc1cccc(-n2c3nc(=O)[nH]c(=O)c-3cc3c(C)nn(-c4ccccc4)c32)c1C,9,0.5,0.7,-344,-12,0.8,1,4.2,3
CC1CC(C)CN(c2oc(-c3ccco3)nc2C#N)C1 (configuration not stated),0,2.3,0.3,-135,-10,0.3,0,-0.6,-3
CN(CCc1ccccn1)C(=O)CCC1CCCN(C(=O)NC2CCCCC2)C1 (configuration not stated),1,-0.5,-0.6,6,-12,0.1,9,-1.0,-3
COc1ccc(CNC(=O)CN(Cc2cccs2)C(=O)CCC(=O)Nc2ccccn2)cc1,7,-0.4,0.2,-9,-2,-0.6,-18,-1.6,0
Cc1ccc(-n2nnc(-c3cc4ccccc4nc3Cl)n2)cc1,4,-0.5,0.3,16,6,1.9,-7,-0.6,-6
CC(C)(C)c1ccc(C(=O)Nc2ncn[nH]2)cc1,5,0.1,0.6,-32,-16,0.3,-12,-1.0,0
C/C(=N\OCC(=O)Nc1cc(C)cc(C)c1)c1ccc2c(c1)OCCO2,1,-2.8,-0.5,32,-24,-0.1,6,1.4,4
O=C(O)CSc1cccc2cccc(C(=O)O)c12,6,0.4,-0.1,-45,3,1.0,20,-0.2,3
Cc1cccc(N2CCN(C3=NC(=O)/C(=C\c4cn[nH]c4-c4ccccc4)S3)CC2)c1,0,1.3,0.5,1,-11,-0.4,10,0.3,-5
CCOC(=O)N1CCN(C(=S)NC(=O)c2nn(C)cc2Br)CC1,8,1.7,0.5,-16,2,0.7,-14&5,-0.1,3
CC(=O)C(C)Oc1ncn(-c2ccccc2)n1 (configuration not stated),7,2.7,1.2,-10,-5,2.2,21,1.9,-1
